GAA850 FXN act: activators of GAA850 frataxin (FXN) promoter. activation, % at 6 µM. HEK293 lucGAA850 FXN promoter luciferase reporter, 24 h; percent of 10 µM SAHA response. actives 0.56% (n = 360,000);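 active = activation above the average of all compounds screened plus 3 SD, cutoff fixed separately per campaign, cut at about 7.5% in these data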;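 also: 0% = DMSO wells and 100% = 10 µM SAHA wells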
ASAP1 GAP inh: ASAP1 ArfGAP inhibition; inhibition, % at 16.5 µM; ASAP1-stimulated ARF1 GTP hydrolysis, GDP FP detection; actives 0.19% (n = 360,000); in the data active = inhibition above about 25%;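 also: 0% = vehicle with enzyme and substrate and 100% = no enzyme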
GC-B act: GC-B (human) receptor activation; P20594; AID 1920062; activation, % at 10 µM; actives 0.11% (n = 370,000); HEK293-GC-B cells, CNP EC30, cGMP TR-FRET; 0% at EC30 CNP, 100% saturating CNP;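 active = activation at 10 µM reaching about 35% in either raw or pattern-adjusted values, limit read from the data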
ARFGAP1 inh: inhibitors of rat ARFGAP1; Arfgap1-stimulated ARF1 GTP hydrolysis, GDP FP detection; inhibition, % at 16.5 µM; actives 0.26% (n = 360,000);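 active = inhibition above a per-plate limit, mean inhibition of low control wells plus 3 SD, cut at about 25% in these data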;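 also: 0% = DMSO wells with enzyme and 100% = wells lacking Arfgap1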
Target sequence (Q62848 1-136 limits assumed): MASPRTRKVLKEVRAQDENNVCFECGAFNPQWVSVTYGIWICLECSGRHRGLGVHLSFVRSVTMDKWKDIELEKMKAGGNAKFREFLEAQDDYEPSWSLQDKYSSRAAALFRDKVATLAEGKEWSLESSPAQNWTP
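System: truncated rat Arfgap1 GAP domain / Benchmarks: high control wells lacking Arfgap1, low control full reaction with DMSO / Times: compound-enzyme preincubation 20 min, reaction 120 min, detection 60 min, 25 °C / Repeats: one replicate per compound / Also added: human ARF1(Δ1-17)-GTP substrate / Measured by: Tracer-displacement fluorescence polarization with EDTA stop, 620/688 nm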
NPR1 activator: GC-A (human) enzyme activation. P16066. HEK293 GC-A cells, cGMP TR-FRET, EC30 ANP; 0% at EC30 ANP, 100% saturating ANP. activation, % at 10 µM. actives 0.14% (n = 370,000). AID 1671463; in the data active = activation above about 40%
DDE Tn6 FP inh: inhibitors of Tn6 peptide binding to human fibrin DD(E); P02675; Fibrin DD(E) TRITC-Tn6 fluorescence polarization displacement; inhibition, % at 8.3 µM; actives 0.21% (n = 370,000);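 active = inhibition above a per-campaign cutoff: mean of compounds within control limits plus 3 SD, cut at about 15% in these data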;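 also: 0% = median of all compound wells on the plate and 100% = blocking peptide control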
Target sequence (P02675 whole entry, looked up): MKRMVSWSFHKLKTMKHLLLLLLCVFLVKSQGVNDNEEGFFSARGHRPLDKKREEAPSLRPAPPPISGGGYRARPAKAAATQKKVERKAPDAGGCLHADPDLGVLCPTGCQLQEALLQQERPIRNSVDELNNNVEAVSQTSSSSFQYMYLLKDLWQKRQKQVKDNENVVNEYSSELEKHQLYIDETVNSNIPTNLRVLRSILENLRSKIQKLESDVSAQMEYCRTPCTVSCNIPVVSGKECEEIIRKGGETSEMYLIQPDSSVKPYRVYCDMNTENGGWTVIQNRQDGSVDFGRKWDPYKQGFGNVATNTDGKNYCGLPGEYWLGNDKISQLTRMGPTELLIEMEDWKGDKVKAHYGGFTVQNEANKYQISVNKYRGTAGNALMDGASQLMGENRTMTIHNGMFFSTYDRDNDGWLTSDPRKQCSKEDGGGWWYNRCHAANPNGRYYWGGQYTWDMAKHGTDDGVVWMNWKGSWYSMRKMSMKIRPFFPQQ
KLK7 zymogen act: activates the human kallikrein-7 zymogen; AID 652039; P49862; actives 0.9% (n = 370,000); activation, % at 7 µM; purified proKLK7, EDANS-DABCYL substrate fluorescence; 100% is mature enzyme control, 0% vehicle;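 active = activation above the mean of all tested compounds plus 3 SD, computed per campaign excluding outliers beyond control limits, cut at about 13% in these data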
Target sequence (P49862 whole entry, looked up): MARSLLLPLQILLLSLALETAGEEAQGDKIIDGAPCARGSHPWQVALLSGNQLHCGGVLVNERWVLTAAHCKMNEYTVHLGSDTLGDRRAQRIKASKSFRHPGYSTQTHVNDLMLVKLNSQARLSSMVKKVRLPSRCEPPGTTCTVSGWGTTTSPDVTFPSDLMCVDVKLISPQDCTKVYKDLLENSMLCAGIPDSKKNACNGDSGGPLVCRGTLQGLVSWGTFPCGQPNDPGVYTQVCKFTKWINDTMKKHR
sPLA2-III inh: Inhibits HGIII-sPLA2 liposome hydrolysis, primary screen. QFRET BODIPY PC-A2 liposome hydrolysis, fluorescence. AID 743126. inhibition, % at 12.2 µM. Q9NZ20. actives 0.56% (n = 370,000);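 active = inhibition above mean plus 3 SD of compounds lying within the high and low control bounds, cut at about 19% in these data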;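 also: 0% = median of test compound wells and 100% = no enzyme DMSO wells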
ADAM10 inh: inhibitors of human ADAM10; recombinant ADAM10, EDANS/DABCYL FRET peptide cleavage, 3 h; O14672; inhibition, % at 7 µM; actives 0.62% (n = 370,000);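 active = inhibition above a per-campaign cutoff equal to the mean of compounds falling between control-based bounds plus 3 SD, cut at about 20% in these data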;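 also: 0% = DMSO wells while the 100% control is not disclosed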
rCAG RNA binder: molecules binding r(CAG) RNA repeats | r(CAG) RNA repeat, TO-PRO-1 dye displacement fluorescence | inhibition, % at 3 µM | actives 1.3% (n = 370,000) | AID 651821;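 active = inhibition above the plate cutoff, the mean of all test compounds on that plate plus 3 SD, cut at about 35% in these data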;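 also: 0% = DMSO alone and 100% = 100 µM mitoxantrone as full dye displacement; higher means more dye released from RNA so lower well fluorescence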
Starred values were filed as active, the others as inactive; i = inactive; . = not tested or not shown. Rows were taken by chance; about 4.5% have a hit in one of these screens.

SMILES	GAA850 FXN act	ASAP1 GAP inh	GC-B act	ARFGAP1 inh	NPR1 activator	DDE Tn6 FP inh	KLK7 zymogen act	sPLA2-III inh	ADAM10 inh	rCAG RNA binder
Cc1ccc(S(=O)(=O)Nc2ccc(C(=O)NCc3ccccn3)cc2)cc1	0.2	3	-4	-6	-2	3	-0.7	-2	-4	-4
Cn1cnc([N+](=O)[O-])c1S(=O)(=O)c1ccc(Cl)cc1	4.7	-10	22	7	3	1	0.8	0	17	3
CC(C)CCOP(=O)(c1ccc(N(C)C)cc1)C(O)c1ccc(Cl)cc1Cl (stereo not given)	0.5	16	-7	11	-28	-2	-0.9	8	15	-6
CCOC(=O)c1cc(-c2ccccc2)nc2nc(N(CC)CC)sc12	1.5	11	1	7	0	-1	-100	14	-291	14
COc1cc(F)ccc1Oc1cccc2c1S(=O)(=O)N(C1CC1)C[C@@H](COCc1ccccc1)O2	.	-4	-3	-12	3	-13	1.6	-8	29*	6
O=C(O)CCC(=O)NCc1c(Cl)cccc1Sc1ccc(Cl)cc1	-1.1	-3	2	11	-6	-10	0.5	15	5	7
N#CC(c1ccc(O)cc1)N1CCOCC1 (stereo not given)	1.4	10	0	-1	-1	4	0.1	3	5	0
C/C(=N\NC(=S)Nc1cccc(C)c1)c1ccco1	4.6	3	-5	-12	1	4	0.2	5	-5	3
CCC(C)NC(=O)C1CCN(C(=O)c2ccccc2)CC1 (stereo not given)	4.1	14	5	10	-1	1	-0.5	3	7	2
FC(F)(F)c1cnc(Nc2ccc(N3CCOCC3)cc2)c(Cl)c1	2.6	24	4	2	-4	3	-0.3	11	8	-8
O=C(C1=NN[C@@H]2C(=O)N(c3cccc(C(F)(F)F)c3)C(=O)[C@H]12)C(c1ccccc1)c1ccccc1	0.8	-1	8	6	-2	-5	0.3	-39	10	55*
O=C(COC(=O)c1ccc(S(=O)(=O)N2CCCC2)cc1)Nc1ccccc1	-1.6	-4	-3	12	0	7	0.5	0	2	2
COc1ccc(Cc2nc3ccc(C(=O)N(C)C(C)c4nccs4)cc3o2)cc1 (stereo not given)	1.6	-1	2	12	2	-11	0.1	-20	0	-4
O=C(c1ccco1)N(Cc1nc2ccccc2c(=O)[nH]1)C1CCCC1	2.8	0	0	-4	-3	-7	0.3	-4	-2	-2
O=C(Nc1ccccc1)c1ccccc1Oc1ccc(C(F)(F)F)cc1[N+](=O)[O-]	3.1	1	-1	10	-2	-3	0.9	-17	21*	3

Arranged by length of the SMILES (lowest first): some entries from above.
SMILES	GAA850 FXN act	ASAP1 GAP inh	GC-B act	ARFGAP1 inh	NPR1 activator	DDE Tn6 FP inh	KLK7 zymogen act	sPLA2-III inh	ADAM10 inh	rCAG RNA binder
N#CC(c1ccc(O)cc1)N1CCOCC1 (stereo not given)	1.4	10	0	-1	-1	4	0.1	3	5	0
FC(F)(F)c1cnc(Nc2ccc(N3CCOCC3)cc2)c(Cl)c1	2.6	24	4	2	-4	3	-0.3	11	8	-8
COc1ccc(Cc2nc3ccc(C(=O)N(C)C(C)c4nccs4)cc3o2)cc1 (stereo not given)	1.6	-1	2	12	2	-11	0.1	-20	0	-4
O=C(Nc1ccccc1)c1ccccc1Oc1ccc(C(F)(F)F)cc1[N+](=O)[O-]	3.1	1	-1	10	-2	-3	0.9	-17	21*	3

(cont.)
SMILES	GAA850 FXN act	ASAP1 GAP inh	GC-B act	ARFGAP1 inh	NPR1 activator	DDE Tn6 FP inh	KLK7 zymogen act	sPLA2-III inh	ADAM10 inh	rCAG RNA binder
O=C(O)C(Cc1cc2ccccc2[nH]1)N1C(=O)C2CC=C(Cl)CC2C1=O (stereo not given)	-0.6	-8	4	3	4	-1	0.0	-11	2	0
Cc1cnc(C(=O)Nc2ccc(-n3cnnn3)cc2)cn1	1.2	3	-4	6	2	-3	0.3	-3	-3	0
CCOc1ccc(/C=C(\C#N)C(=O)c2c(C)[nH]c3ccccc23)cc1OC	2.4	2	5	22	11	-3	-0.3	0	0	5
Cc1cccc(OCCNC(=O)CCc2ccccc2)c1	0.0	1	6	1	2	-4	0.1	3	-5	-4
CCOc1ccc(Nc2nc(CC(=O)OC)cc(=O)[nH]2)cc1	-0.8	-10	0	-14	0	3	0.4	-27	-1	18
Nc1c(C(=O)Nc2ccc(F)cc2)sc2nc(-c3ccco3)ccc12	2.1	8	7	6	-8	-3	-1.8	15	-153	35*
CCN(CC)C(=O)COC(=O)c1ccc(O)cc1	-1.6	-18	4	-2	0	11	0.1	3	-1	-2
CCCN1CCC(=NNc2ccc(S(=O)(=O)N(CC)CC)cc2[N+](=O)[O-])CC1	-3.3	-12	-3	-1	-2	-1	0.0	1	10	-2
COCOc1ccc(-c2ncc(OC)nc2NC(=O)c2ccsc2)cc1	1.9	-17	6	-2	2	-1	0.5	-7	-6	0
CCn1c(CCC(=O)N(C)CC(=O)Nc2cccc(F)c2)nc2cc(S(=O)(=O)N(C)C)ccc21	-0.5	-14	-1	-4	1	3	0.0	-7	-5	-4
CC(C)CCNC(=O)CCc1nnc(Cc2c[nH]c3ccccc23)o1	-1.9	3	-3	14	-1	-2	0.7	-21	1	-9
NC(=O)c1ccsc1NC(=O)COC(=O)c1ccncc1	-1.1	8	-3	-6	0	-3	0.9	5	-16	4
COc1ccc(N2CCN(c3ccc(S(=O)(=O)N(C(C)C)C(C)C)cn3)CC2)cc1	-0.5	2	3	-1	-1	-5	0.4	4	3	3
CCOCc1c(C(=O)NCC(c2ccco2)N2CCCC2)oc2ccccc12 (stereo not given)	1.1	-12	-2	-3	0	0	-0.8	0	-14	-6
COc1ccc(-c2ccc(C(=O)Nc3cccc(NS(C)(=O)=O)c3)c3occc23)c(C)c1	-0.8	11	-8	4	-13	-3	-0.5	-15	2	12
CC(C)(C)OC(=O)N1CCC[C@@H]1C(=O)NCc1ccccc1	.	8	0	-15	0	10	-0.3	-1	1	3
OCc1nc2nc(Cl)c(Cl)nc2[nH]1	0.3	-6	6	-2	6	-3	-0.4	4	-35	-5
Cc1ccc(OCCC(=O)Nc2ccc(C)c(F)c2)cc1	-0.5	3	2	9	3	1	0.2	-4	6	-4
CC(=O)Nc1cccc(C(=O)OCC(=O)NC2CCCCCCC2)c1	0.3	12	4	-4	-3	2	-0.4	10	-12	-2
COc1cccc(CN(C)C(=O)c2ccc(S(=O)(=O)Nc3ccccc3C)cc2)c1OC	-1.3	9	-1	-4	0	2	-0.1	-19	10	6
O=C(Nc1nnc(S(=O)(=O)N2CCOCC2)s1)c1ccccc1F	1.4	-10	1	-3	3	-1	-0.3	-2	4	7
COc1ccc2c(c1OC)C(=O)OC2CC(=O)c1ccc(N(C)C)cc1 (stereo not given)	-1.5	1	-1	-4	1	-6	-1.2	10	-10	2
COc1ccc(NC(=O)CN(C)S(=O)(=O)c2ccc(Cl)cc2)cc1Cl	-0.1	-5	-5	-2	-2	3	0.2	-2	11	-3
O=C(c1ccncc1)N1CCN(C(=O)c2cccs2)CC1	1.0	-5	3	0	2	0	0.2	3	10	2
Cc1cccc(CN2CCCC(C(=O)c3ccc4c5c(cccc35)CC4)C2)n1 (stereo not given)	-1.2	2	4	4	-7	11	5.7	-10	-260	-5
O=C(N/N=C/c1ccccn1)C(O)c1ccccc1 (stereo not given)	-0.2	-20	3	-1	7	4	0.3	1	-5	-1
O=c1oc2ccccc2c2c1SC(C(F)(F)F)C2 (stereo not given)	2.1	8	-2	13	1	4	-18	0	i	0
COC(=O)C1=CN(c2ccc(OC)cc2OC)C(N)=C(C#N)C1c1ccc(OC)cc1 (stereo not given)	.	-6	-7	12	-7	7	-48	-16	-18	6
COc1ccc(CN(C(=O)c2snc(C(N)=O)c2N)C(C(=O)NC2CCCC2)c2ccc(OC)c(OC)c2)cc1 (stereo not given)	-1.1	-3	-4	4	-2	1	-0.9	-6	-101	1
Cc1ccc(F)cc1NC(=O)CCc1c(C)nn(-c2ccc(N3CCCCC3)nn2)c1C	1.6	-18	0	0	0	-1	0.9	-8	-5	-5
CC1CCC2(CC1)NC(=O)N(NC(=O)CCc1c[nH]c3ccccc13)C2=O (stereo not given)	0.1	3	0	-4	1	2	0.0	-49	3	1
COc1c(Cl)ccc(Cl)c1C(=O)NC(=O)N1CCOCC1	-0.5	-3	6	-1	5	-3	0.3	1	-14	-2
c1ccc(Oc2ccc(-c3ccn[nH]3)cc2)cc1	4.3	-5	3	-3	-1	2	0.2	-6	9	0
O=C(CC(c1ccccc1)c1ccccc1)Nc1ccncc1	0.7	-10	-9	4	-14	0	0.6	-13	-1	7
CN(c1ccccc1)S(=O)(=O)c1cccc(NC(=O)Cc2ccc(Cl)cc2)c1	0.0	-9	-3	12	2	-10	-0.3	-20	10	10
O=C1CCCc2c1sc1nc3n(c(=O)c21)CCCCC3	3.6	-6	-5	9	1	1	-0.2	3	-16	1
O=C(O)c1ccc(CNC(=O)C2CCN(S(=O)(=O)c3cccs3)CC2)cc1	0.4	7	0	7	0	-1	-0.1	7	-8	2
CSc1ccccc1NC(=O)c1ccccn1	1.1	-4	-8	4	2	-9	0.9	-2	-4	-4
COc1ccc(Oc2cccc(Cl)c2CNC(=O)c2ccccc2C(=O)O)cc1	0.8	-1	-6	-4	0	2	-0.2	5	1	2
O=C(NCc1csc(-c2cccs2)n1)c1ccccc1	4.7	-8	0	1	1	-1	0.1	1	-17	0
CCOC(=O)CNC(=O)/C(=C\c1ccc(F)cc1)NC(=O)c1ccccc1	1.0	6	4	1	-3	-1	-0.4	1	2	-3
COc1ccc(Nc2ncnc3c2cnn3-c2cccc(C)c2)cc1OC	0.2	6	-5	3	13	5	-0.4	2	-7	2
COc1ccc(OC)c(NC(=O)C2CCN(c3nc(C)cc(C)n3)CC2)c1	3.0	-13	1	-1	-4	9	-0.3	-1	-6	-2
COc1cc(/C=C2\SC(=O)N(Cc3ccc(Cl)cc3)C2=O)cc([N+](=O)[O-])c1O	1.1	-2	-4	2	12	1	-0.2	-5	2	12
COc1ccc(-n2c(Cn3nnc4ccccc43)n[nH]c2=S)cc1	-0.3	-4	-1	11	-2	-1	0.1	11	-1	-3
COc1cc(NC(=O)c2ccc(Br)cc2)c(OC)cc1NC(=O)c1ccccc1	0.9	11	-6	1	-3	-7	0.2	3	4	-1
NC(=O)C1(N2CCCCC2)CCN(C(=O)CSc2nc(C(F)(F)F)cc(=O)[nH]2)CC1	0.2	1	-1	4	4	-3	-0.5	-5	1	4
COc1cccc(Oc2ccc(N)cn2)c1	-1.1	6	2	0	-2	-6	0.2	-3	-32	1
Cc1nc(NC(CC(C)C)C(=O)O)c2nc(C)oc2n1 (stereo not given)	-0.1	-4	-4	8	1	-4	0.3	0	3	-2
Cc1ccc(NC(=O)CN(C)C(=O)COc2ccccc2-c2ccccc2)cc1	-1.7	17	0	0	-6	-2	-0.8	-15	-2	4
CC(Nc1nc(Nc2ccc(F)cc2)nc(SCC(N)=O)n1)c1ccccc1 (stereo not given)	1.8	-6	1	-2	-4	8	0.4	-10	6	-1

Compound activity from PubChem.
